# Compound activity from PubChem.
# GLP1R inv ag: qHTS of GLP-1 Receptor Inverse Agonists (Inhibition Mode); Glucagon-like peptide 1 receptor (Homo sapiens), P43220; HEK293 GLP-1R CRE-luciferase, luminescence, 24 h; GLP-1R form is constitutively active; Potency, µM (titrated, usually from 38.3 µM), inactives show top-dose activity change, negative = inhibition, usual class: inhibitors; hit rate 1.6% among 410,000; AID 624417, 2012; also: % is scaled to controls: 0 for no effect and ±100 for the full control effect; nearly all actives have a fitted effect of over 55% in size
# Target sequence (P43220 whole entry, looked up): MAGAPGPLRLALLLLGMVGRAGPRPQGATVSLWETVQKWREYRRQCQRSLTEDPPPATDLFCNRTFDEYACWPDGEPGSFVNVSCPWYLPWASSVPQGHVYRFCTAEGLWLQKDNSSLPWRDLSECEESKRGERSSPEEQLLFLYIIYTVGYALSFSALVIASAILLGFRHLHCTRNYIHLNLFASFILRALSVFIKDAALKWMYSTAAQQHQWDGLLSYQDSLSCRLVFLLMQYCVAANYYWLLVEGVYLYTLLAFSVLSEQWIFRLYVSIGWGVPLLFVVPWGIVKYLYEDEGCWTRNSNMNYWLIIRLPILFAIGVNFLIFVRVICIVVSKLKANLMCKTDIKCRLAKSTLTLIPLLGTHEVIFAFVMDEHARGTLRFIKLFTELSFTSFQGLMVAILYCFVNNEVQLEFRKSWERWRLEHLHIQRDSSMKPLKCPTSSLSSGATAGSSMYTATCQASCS
#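 Seeding at 200 cells/uL, 12 h culture, 24 hr compound treatment, then luciferase reagent and a luminescence read; cells are HEK293 stably expressing a constitutively active GLP-1R plus cAMP-responsive luciferase.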
# PTHR1 agonist: qHTS for PTHR1 Agonists: Primary Screen. Parathyroid hormone/parathyroid hormone-related peptide receptor (Homo sapiens), Q03431. Potency, µM (top dose mostly 115 µM), inactives show top-dose activation, hits mostly activators. AID 743266, 2014. HEK293 GP2 PTHR1 cells, GloSensor cAMP luminescence, 1 h. hit rate 0.075% among 410,000; also: nearly all actives have a fitted effect of over 55% in size; some results filed as inactive show a strong effect at the top dose; inactives centre near -15; many of its hits are not listed in these tables
# Target sequence (Q03431 whole entry, looked up): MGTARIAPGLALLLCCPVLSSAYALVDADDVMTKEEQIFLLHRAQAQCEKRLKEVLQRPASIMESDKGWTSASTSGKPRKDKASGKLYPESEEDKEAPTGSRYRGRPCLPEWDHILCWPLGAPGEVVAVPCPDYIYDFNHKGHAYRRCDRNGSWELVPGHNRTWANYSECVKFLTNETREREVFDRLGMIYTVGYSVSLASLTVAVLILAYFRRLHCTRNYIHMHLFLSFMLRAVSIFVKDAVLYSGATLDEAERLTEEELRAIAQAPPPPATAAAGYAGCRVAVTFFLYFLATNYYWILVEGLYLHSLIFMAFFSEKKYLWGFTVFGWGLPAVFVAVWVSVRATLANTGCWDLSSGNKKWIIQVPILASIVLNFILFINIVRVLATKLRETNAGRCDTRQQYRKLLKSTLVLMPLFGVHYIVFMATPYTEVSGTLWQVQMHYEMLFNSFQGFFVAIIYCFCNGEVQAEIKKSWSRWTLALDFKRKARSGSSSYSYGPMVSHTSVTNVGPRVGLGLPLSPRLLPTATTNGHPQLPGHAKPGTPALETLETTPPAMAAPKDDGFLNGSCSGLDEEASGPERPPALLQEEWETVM
#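 HEK-293-derived GP2 cells expressing PTHR1 and a GloSensor cAMP reporter, 3,000/well, plated overnight, given luciferin plus IBMX (each 0.5 mM as added) for 1 h at 37 °C, then compound for 1 h at 37 °C. Luminescence was read after 15 min at room temperature.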
# GLP1R cytotox: qHTS of GLP-1 Receptor Inverse Agonists: Cytotox Screen; HEK293 cAMP-luciferase reporter cells, luminescence, 24 h; hit rate 0.13% among 410,000; Potency, µM (doses to about 38.3 µM), for the others: at the top dose activity change, negative = inhibition, usual class: inhibitors;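 also: loss of luciferase light is scored as toxicity; % is scaled to controls: 0 for no effect and ±100 for the full control effect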
#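 Compound-treated cells are incubated 24 hr at 37 deg C under 5% CO2 after a 12 hour attachment period, then luciferase detection reagent is added and luminescence is measured following 12 min at room temperature; lowered signal indicates toxicity.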
# Starred values were filed as active, the others as inactive; i = inactive; u = inconclusive; [ ] = another dose, or the depositor's remark. Calls follow the shape of the dose curve; as a rule, active = well fitted curve in the direction sought with a large enough effect; inconclusive = small, poorly fitted or top-dose-only effect, or another doubt; inactive = no such curve, though single readings can be large; an effect the other way counts as inactive or inconclusive. Potency is read from the fitted curve at half-maximal effect. These rows are one share of the data. The share of hits here may be higher or lower than overall.
molecule	GLP1R cytotox	PTHR1 agonist	GLP1R inv ag
COc1ccc(N(CC(=O)Nc2cccc(Cl)c2)S(=O)(=O)c2c(C)[nH]c(=O)[nH]c2=O)cc1	5%	i	5%
CCOC(=O)c1c(C)[nH]c(C)c1S(=O)(=O)N1CCCC(C(=O)Nc2ccc(OC)c(Cl)c2)C1 (centres undefined)	7%	-22%	12%
Cc1cc(C(=O)Nc2cccc(F)c2)c2c(C)nn(-c3cccc(Cl)c3C)c2n1	0%	-48%	-18%
CC(NC(=O)C(=O)Nc1c2c(nn1-c1ccc(F)cc1)CSC2)c1ccccc1 (centres undefined)	0%	i	-1%
CC(=O)N1CCCc2cc(S(=O)(=O)N(C)CC(=O)Nc3ccc(F)cc3Cl)ccc21	-15%	-83%[inhibitor]	-10%
Cc1cccc(C(C)C)c1NC(=O)C1CCCN1S(=O)(=O)c1cccc2nsnc12 (centres undefined)	0%	i	-12%
COCCCn1c(SCC(=O)Nc2ccc(OC)cc2)nc2c(sc3ccccc32)c1=O	1%	-23%	10%
CC(C)Oc1ccc(CNC(=O)c2ccc3c(c2)nc2n3CCOC2)cc1	-4%	-2%	19%
COCCNC(=O)CSc1nnc(-c2ccc(OC)c(OC)c2)c(-c2ccc(OC)c(OC)c2)n1	0%	-7%	3%
Cc1cccc(CNC(=O)CN2C(=O)CCn3nc(-c4cn(C)c5ccccc45)cc32)c1	12%	u	-12%
CC1CCc2nc3ncn(Cc4ccc(Cl)cc4)c(=O)c3cc2C1 (centres undefined)	-5%	-23%	6%
COc1ccc(OC)c(CNC(=O)CCCn2c(=O)c3cccn3c3cccnc32)c1	-3%	i	-4%
COc1ccc(CN(C(=O)Nc2cc(C)ccc2C)C2CCN(C(C)=O)CC2)cc1	10%	-2%	-9%
CCCCN(C)C(=O)Cn1cnc2sc(C)c(S(=O)(=O)N3CCC(C)CC3)c2c1=O	0%	i	-7%
CC(=O)c1ccc(NC(=O)COc2ccccc2-c2nc(-c3ccc(C)cc3)no2)cc1	-9%	i	17%
CCOc1ccccc1N1CC(c2nc3ccccc3n2CCCOc2ccc(OC)cc2)CC1=O (centres undefined)	-13%	-32%	3%
CCC(=O)N1CCc2cc(CNS(=O)(=O)c3ccc(CC(C)C)cc3)ccc21	1%	-16%	-11%
Cc1ccc2c(c1)N(C(=O)Nc1cccc3c1CCCC3)CC(C)O2 (centres undefined)	24%	-31%[inhibitor]	10µM*
Cc1ccc(CNC(=O)CN2C(=O)CCn3nc(-c4ccccc4)cc32)cc1	0%	i	-11%
COc1ccccc1Nc1nc2ccc(Cl)cc2nc1-n1nc(C)cc1C	17%	u	23%
CCOC(=O)C1CCN(C(=O)C2CCN(C3=NS(=O)(=O)C(c4ccc(C)c(C)c4)=C3C)CC2)CC1	-1%	-31%[inhibitor]	7%
N#C/C(=C/c1ccc(Cl)cc1)c1nc(-c2ccc(Br)cc2)cs1	32%[activator]	i	17%
Cc1ccc(Cn2c(=O)n(Cc3ccco3)c(=O)c3oc4ccccc4c32)cc1	1%	i	3%
Cc1cc(C)cc(NC(=O)C(=O)NCCc2sc(-c3cccc(F)c3)nc2C)c1	-17%	7%	29%
O=C(CSCc1nc2cccnc2n1C1CCCCC1)NCc1cccc(Br)c1	2%	-23%	u
CCOc1ccc(CNC(=O)c2cc3c(=O)n(Cc4cccs4)ccc3nc2C)cc1	8%	-13%	-3%
Cc1ccc(S(=O)(=O)c2nnn3c2nc(N2CCCC2)c2sccc23)cc1	-9%	u	12%
COc1ccc(S(=O)(=O)Nc2cccc(-c3ccc(N4CCC(C)CC4)nn3)c2)cc1OC	0%	-90%[inhibitor]	u
Cc1c(Cl)cccc1NS(=O)(=O)c1ccc(-c2cnc(C3CC3)o2)cc1	-34%	-24%	-74%
CC(C)Oc1ccc(CNC(=O)c2ccc(NC(=O)N3CCSc4ncccc43)cc2)cc1	9%	u	9%
CCCNC(=O)c1cc2n(n1)CCCN(Cc1ccc(F)cc1)C2=O	-6%	i	10%
COc1ccc(CCNC(=O)Cn2cc(S(=O)(=O)Cc3ccccc3F)c3ccccc32)cc1OC	-5%	-10%	1%
Cc1ccc(C)c(S(=O)(=O)c2nnn3c2nc(NC(C)C)c2sccc23)c1	28%	-86%[inhibitor]	43%[activator]
O=C(Nc1cccc(F)c1)C1CCN(S(=O)(=O)c2ccc3[nH]c4c(c3c2)CCCCC4)CC1	-7%	-25%	u
COc1ccccc1CNc1nccn(-c2ccc(F)cc2)c1=O	9%	-30%[inhibitor]	-2%
Cc1cccc(N(CC(O)Cn2c3ccccc3c3ccccc32)S(=O)(=O)c2ccc(F)cc2)c1 (centres undefined)	u	i	13µM*
Cc1cc(Cl)ccc1NC(=O)Cc1ccc(NC(=O)N2CCCCc3ccccc32)cc1	-9%	i	2%
CCCOc1ccc(C2c3c(oc4ccccc4c3=O)C(=O)N2c2nnc(C(C)C)s2)cc1 (centres undefined)	-6%	-6%	2%
COc1ccc(Cn2c(CNC(=O)Cc3ccc(OC)c(OC)c3)nc3cccnc32)cc1	0%	i	16%
Cn1c(-n2cccc2)c(-c2c(-c3ccccc3)[nH]c3c2c(=O)[nH]c(=O)n3C)c(=O)[nH]c1=O	3%	u	4%

# Fetched by structure from the list above, 3 records:
molecule	GLP1R cytotox	PTHR1 agonist	GLP1R inv ag
Cn1c(-n2cccc2)c(-c2c(-c3ccccc3)[nH]c3c2c(=O)[nH]c(=O)n3C)c(=O)[nH]c1=O	3%	u	4%
CCCNC(=O)c1cc2n(n1)CCCN(Cc1ccc(F)cc1)C2=O	-6%	i	10%
COc1ccccc1CNc1nccn(-c2ccc(F)cc2)c1=O	9%	-30%[inhibitor]	-2%

# Next compounds follow:
molecule	GLP1R cytotox	PTHR1 agonist	GLP1R inv ag
Cc1ccc(S(=O)(=O)c2nnn3c2nc(NC(C)C)c2sccc23)cc1	-1%	-24%	58%[activator]
CCOc1ccc(C(=O)NCCc2sc(-c3cccc(F)c3)nc2C)cc1OCC	-2%	0%	5%
CCCN(CCC)CCCNC(=O)c1sc2nc3n(c(=O)c2c1C)CCC3	1%	i	1%
O=C(CSc1nc2c([nH]c3ccccc32)c(=O)n1-c1ccccc1)Nc1ccc2c(c1)OCO2	-3%	-4%	-6%
Cc1ccccc1CNC(=O)c1ccc(Cn2c(SCc3cccc(F)c3)nc3cccnc32)cc1	1%	-28%	u
Cc1ccc(CCNC(=O)c2ccc3c(c2)nc2n3CCCCC2)cc1	3%	i	-25%
COc1ccc(-c2onc(C)c2C)cc1S(=O)(=O)N1c2ccccc2CC1C (centres undefined)	0%	-86%[inhibitor]	5%
COc1ccc(OCCn2cc(C(=O)c3ccco3)c3ccccc32)cc1	-27%	-67%[inhibitor]	u
CCOC(=O)c1ccc2oc(=O)n(Cc3ccccc3)c2c1	7%	-17%	u
COc1ccc(C(=O)Nc2nonc2-c2ccc(OC)c(OC)c2)cc1Cl	-2%	-83%[inhibitor]	5%

# Whole records from above. Screens in order: GLP1R cytotox, PTHR1 agonist, GLP1R inv ag
# COCCNC(=O)CSc1nnc(-c2ccc(OC)c(OC)c2)c(-c2ccc(OC)c(OC)c2)n1 as listed: 0%, -7%, 3%
# CCOC(=O)C1CCN(C(=O)C2CCN(C3=NS(=O)(=O)C(c4ccc(C)c(C)c4)=C3C)CC2)CC1 as listed: -1%, -31%[inhibitor], 7%

# New compounds follow
molecule	GLP1R cytotox	PTHR1 agonist	GLP1R inv ag
O=C(CCn1cnc2onc(-c3ccc(F)cc3)c2c1=O)N1CCN(c2ccccc2)CC1	-5%	-3%	u
O=C(Nc1ccc(F)c(Cl)c1)C1CCN(C(=O)c2ccc(F)cc2)CC1	-2%	-8%	u
Cc1cc(C)c(NC(=O)C(=O)NCC(c2cccnc2)N2CCN(c3ccccc3F)CC2)c(C)c1 (centres undefined)	2%	i	9%
O=C(CN1C(=O)COc2ccc(S(=O)(=O)NC3CCCC3)cc21)NCc1ccc(Cl)cc1	-6%	-5%	-29%
Cc1cccc(CNC(=O)CCCn2c(=O)c3cccn3c3ccc(F)cc32)c1	-2%	-15%	14%
Cc1ccc(Cl)cc1NS(=O)(=O)c1ccc2oc(=O)c3ncn(C)c3c2c1	u	-97%[inhibitor]	-27%
COc1ccc(C2=NS(=O)(=O)N(C)C(C(=O)Nc3ccc(OC(F)(F)F)cc3)=C2)cc1	-20%	-36%[inhibitor]	u
Cc1ccc(S(=O)(=O)c2nnn3c2nc(NCc2ccc4c(c2)OCO4)c2sccc23)cc1	1%	-4%	47%[activator]
O=C(Nc1ccc2oc(-c3cccnc3)nc2c1)c1cccc(Br)c1	7%	i	8%
Cc1c(C2=CCN(S(=O)(=O)c3cccc(Cl)c3)CC2)c2ccccc2n1CC(=O)N1CCCC1	-2%	-43%[inhibitor]	3%
CC1CCCN(Cc2c(O)ccc3c(=O)c(-c4ccc(Cl)cc4)c(C(F)(F)F)oc23)C1 (centres undefined)	7%	-43%[inhibitor]	-24%
CC(=O)NCCNC(=O)CCCc1nnc2n(CCC(C)C)c(=O)c3sccc3n12	2%	-3%	6%
COc1ccc(CCC(=O)NCCc2csc(-c3cccc(F)c3)n2)cc1	-1%	-32%[inhibitor]	u
COc1ccc(NC(=O)Cn2c(=O)oc3cc(S(=O)(=O)N4CCCCC4C)ccc32)cc1 (centres undefined)	-4%	-19%	-2%
O=S(=O)(NCCc1csc2nc(-c3ccccc3)nn12)c1cccs1	-14%	i	1%
CCc1ccc(S(=O)(=O)Nc2ccc3[nH]c(=O)sc3c2)cc1	0%	-29%	-17%
COc1ccc(OC)c(CNC(=O)CN2C(=O)CCn3nc(-c4cn(C)c5ccccc45)cc32)c1	-8%	i	-9%
Cc1ccc(CNc2ncnc3c2cnn3-c2ccc(Cl)cc2)cc1	-9%	-23%	-10%
Cc1ccc(S(=O)(=O)NCC2CCC(C(=O)NCCc3ccc(Cl)cc3)CC2)cc1 (centres undefined)	-2%	i	13%
CCOc1ccc(NC(=O)c2cnn(-c3ccccc3)c2-n2cccc2)cc1	-5%	-27%	u
COc1ccc(C(=O)CSc2nc3cc(C(=O)NC4CCCC4)ccc3c(=O)n2CC2CCCO2)cc1 (centres undefined)	5%	i	7%
N#Cc1ccccc1NC(=O)C(=O)NCC(c1ccc2c(c1)OCO2)N1CCOCC1 (centres undefined)	10%	-18%	17%
COc1ccccc1OC(C)C(=O)Nc1cccc(-c2nc3ccccc3o2)c1 (centres undefined)	-1%	-6%	-12%
COc1ccc(C(=O)Nc2cccc(-c3nc4cccnc4s3)c2C)c(OC)c1	1%	15%	12%
CCOC(=O)c1c(NC(=O)COc2cc(C)ccc2C(C)C)sc(C)c1C	9%	u	10%
N#Cc1ccccc1NC(=O)C(=O)NCC(c1ccc2c(c1)OCO2)N1CCN(c2ccccc2)CC1 (centres undefined)	3%	u	3%
COc1ccc(C(=O)n2nc(-c3ccco3)nc2NCc2cccs2)cc1	0%	-39%[inhibitor]	11%
CCCCCOC(=O)c1ccc(OC(=O)c2sc3ncn(Cc4cccc(F)c4)c(=O)c3c2C)cc1	-5%	14%	2%
Cc1cc(C(F)(F)F)c2c(N)c(C(=O)Nc3c(Cl)cccc3Cl)sc2n1	128%[activator]	i	u
Cc1nn(C(=O)COc2ccccc2)c(C)c1Sc1ccccc1	1%	i	5%
CCN(CC)C(=O)c1sc2c(c1C)c(=O)n(CCc1ccccc1)c(=O)n2Cc1ccc(F)cc1Cl	-5%	7%	6%
CCc1cccc(CC)c1NC(=O)C(CC)n1nc(C)n2c(cc3cc(C)ccc32)c1=O (centres undefined)	2%	i	-10%
Cc1ccc(S(=O)(=O)N2CCCc3cc(NC(=O)c4ccc(F)c(F)c4)ccc32)cc1	4%	-31%[inhibitor]	u
COc1cccc(CN(Cc2ccco2)c2cnc(S(C)(=O)=O)nc2C(=O)Nc2cccc(Cl)c2C)c1	-2%	i	1%
Cc1c(C(=O)Nc2ccc(F)cc2F)nnn1-c1ccccc1Br	2%	-65%[inhibitor]	u
CCc1cccc(NC(=O)C2CCCN2S(=O)(=O)c2ccc3nc(-c4ccccc4)[nH]c3c2)c1 (centres undefined)	u	-8%	u
COc1ccc(-c2nc3sc(CCNC(=O)C(=O)Nc4ccc(C)c(C)c4)c(C)n3n2)cc1	0%	20%	11%
